Source: PubChem (Broad Institute)
esBAF inh: Bmi1 luciferase reporter increase in mESCs, primary screen, esBAF inhibitor project, mouse ES cells, Bmi1 luciferase knock-in, single point | 24 h; 100% = twice the neutral-well signal | 350,000 tested, 2% active | reporter increase, % at 12.5 µM; in the data active means activation above about 40%; inconclusive means no clear call, values can overlap the other calls;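 further: 0% = median of the plate's neutral control wells and 100% = double that signal; a rise in the Bmi1 reporter signal indicates esBAF inhibition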
RAD54 branch: inhibitors of human RAD54 branch migration, primary screen, biochemical, fluorescence, single point; RAD54 Holliday junction branch migration, FAM/BHQ fluorescence; 360,000 tested, 0.14% active; inhibition, % at 10.4 µM;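 active means mean normalized replicate activity at least 40 and at least half of replicates scoring 40 or more; inconclusive means only one of the two criteria met; inactive means mean below 40 and under half of replicates reaching 40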;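 further: 0% = median of neutral control wells and 100% = median of positive control wells; inhibitors cause a drop in the FAM fluorescence signal; in these data hits start at about 50%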
Target sequence (Q92698 whole entry, looked up): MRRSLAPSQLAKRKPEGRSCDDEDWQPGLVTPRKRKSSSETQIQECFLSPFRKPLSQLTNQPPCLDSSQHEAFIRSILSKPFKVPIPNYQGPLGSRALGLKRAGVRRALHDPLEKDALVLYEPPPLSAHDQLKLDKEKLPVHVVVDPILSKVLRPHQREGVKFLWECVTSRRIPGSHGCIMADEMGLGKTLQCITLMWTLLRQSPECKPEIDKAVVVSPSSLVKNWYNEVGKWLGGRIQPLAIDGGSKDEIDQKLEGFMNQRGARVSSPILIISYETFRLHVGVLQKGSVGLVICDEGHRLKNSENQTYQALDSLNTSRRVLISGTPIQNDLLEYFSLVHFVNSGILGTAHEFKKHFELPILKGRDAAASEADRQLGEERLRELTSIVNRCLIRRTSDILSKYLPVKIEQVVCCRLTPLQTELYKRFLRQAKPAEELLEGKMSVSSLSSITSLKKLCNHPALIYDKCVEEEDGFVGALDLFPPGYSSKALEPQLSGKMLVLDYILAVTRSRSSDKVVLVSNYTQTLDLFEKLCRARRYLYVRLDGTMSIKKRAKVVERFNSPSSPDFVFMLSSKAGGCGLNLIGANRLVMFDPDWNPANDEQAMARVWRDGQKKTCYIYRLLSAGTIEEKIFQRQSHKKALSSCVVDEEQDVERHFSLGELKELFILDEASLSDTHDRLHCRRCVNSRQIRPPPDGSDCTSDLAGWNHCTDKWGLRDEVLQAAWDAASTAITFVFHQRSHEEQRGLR
FN deposition inh: inhibitors of fibronectin matrix deposition, primary screen, AH1F cells, Alexa488-fibronectin fluorescence, plate reader; AH1F fibroblasts, overnight; 350,000 tested, 0.086% active; AID 743247, 2014; inhibition, % at 12.6 µM;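 active means mean inhibition across replicates of 30% or more, regardless of how many single replicates reach that level; inconclusive means mean under 30% yet at least half of replicates reach 30%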;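 further: positive control wells lacked labelled fibronectin entirely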
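Material: AH1F fibroblast monolayer depositing Alexa488-labelled fibronectin into matrix | Input: 10000 AH1F cells/well | Medium: DMEM plus 2% serum, read in PBS | Reagent: Alexa488-fibronectin, 24 nM final in well | Compound dosing: One dose per compound, pinned | Schedule: 1 h adhesion, overnight exposure | Measured by: Fluorescence at 485 nm excitation, 525 nm emission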
The depositor's hits bear a star; u = inconclusive. A portion of the library, so the mix of outcomes need not match the whole.

SMILES	esBAF inh	RAD54 branch	FN deposition inh
N#Cc1ccc(-c2ccccc2)nc1Sc1ccc(F)cc1	-4	-7	0
CCN(CCCNC(=O)C1CCC(=O)N1C(C)C)c1cccc(C)c1 (centres undefined)	-1	0	2
O=C(O)CCC(=O)N1CCc2cc(S(=O)(=O)NC3CCCC3)ccc21	0	-5	-2
CCc1ccc(N2CC(C(=O)OCC(=O)Nc3cc(C)on3)CC2=O)cc1 (centres undefined)	10	2	-8
CCCCCC(C)NC(=O)c1ccoc1C (centres undefined)	2	1	3
O=C1NC(=O)C2C3c4ccccc4C(c4ccccc43)C12 (centres undefined)	1	5	1
COc1ccc(C)cc1NC(=O)C(=O)NNC(=O)c1ccco1	-11	11	3
C=CCSc1nc2ccccc2n1Cc1nnc(-c2cccs2)o1	-3	12	-2
COc1ccc(C(=O)N2CCN=C2c2ccccc2)cc1OC	-10	2	-1
CCCSc1ncc(Cl)c(C(=O)Nc2ccc(S(=O)(=O)N3CC(C)OC(C)C3)cc2)n1 (centres undefined)	-5	5	5
Cc1onc(-c2ccccc2Cl)c1C(=O)Nc1ccc(F)c(F)c1	6	-2	9
Cc1ccc(S(=O)(=O)N2CCN(CC(=O)NC3CCCc4ccccc43)CC2)c(C)c1 (centres undefined)	3	4	5
COc1ccc(NC(=O)Nc2nnc(C(C)C)s2)cc1	u	-1	5
O=C(CSc1nnc(SCc2ccc(Cl)cc2)s1)N1CCN(C(=O)c2ccco2)CC1	2	-3	15
CC1C(O)=C(c2nc3ccccc3[nH]2)C(=N)N1c1ccccc1 (centres undefined)	48*	1	0
Cc1cc(C)nc(SCC(=O)N2CCOCC2)n1	4	-20	-2
COc1ccc(O)c(-c2cn[nH]c2-c2cccs2)c1	1	-10	-7
COc1ccccc1C(c1nnnn1CCc1ccccc1)N1CCCCCC1 (centres undefined)	-6	1	2
Cc1ccc(C(=O)Nc2ccc3c(c2)CCC3)o1	14	8	3
CCN(CC)S(=O)(=O)c1ccc2c(c1)nc(SCn1nnc3ccccc3c1=O)n2CC	-5	7	0
Cc1ccc(-c2cc(C(=O)Nc3nn[nH]n3)c3ccccc3n2)c(C)c1	-2	7	-9
O=c1[nH]c2cc(Cl)cc(Cl)c2[nH]c1=O	-5	-8	1
CCCCCn1c(=O)[nH]c2cc(C(=O)O)ccc2c1=O	-11	-7	-4
CCCOc1ccccc1Cn1c(=O)oc2ccc(C)cc21	-1	2	11
O=c1[nH][nH]c(-c2ccccc2)c1C=Nc1ccccc1Cl	-4	-30	-19
O=C1c2cccnc2C(=O)N1c1ccccc1-c1ccccc1	1	8	4
CCOC(=O)C1C(c2cc(OC)c(OC)c(OC)c2)NC(=S)NC1(O)C(F)(F)F (centres undefined)	-6	1	-3
COc1ccc(/C=N/NC(=O)c2ccccc2Cl)cc1CSc1nc2ccccc2s1	-5	-5	-2
CCOc1ccccc1C1C(C#N)=C(N)Oc2cc(C)n(Cc3ccccn3)c(=O)c21 (centres undefined)	-4	-10	0
Cc1ccc(NC(=S)NNC(=O)c2c(Cl)c(C)nn2C)cc1	-2	-5	-9
CC(C)OCCCNc1nc2c(c(=O)n(Cc3ccccc3F)c(=O)n2C)n1C	-3	-15	-6
Cc1ccc(NC(=O)CC(C)N2CCCC2)cc1 (centres undefined)	3	-3	6
CCOC(=O)c1cnc(-n2nc(C)cc2C)nc1Nc1cccc(C(C)=O)c1	22	-2	-3
CC(=O)Nc1ccccc1-c1nnc(SCc2ccccc2Cl)[nH]c1=O	-6	8	11
N#CC(c1ccc(Cl)cc1)c1ncc(C(F)(F)F)cc1Cl (centres undefined)	-3	6	3
O=C(Nc1cc(Cl)ccc1Cl)C1CC(=O)N(c2ccc(Br)cc2)C1 (centres undefined)	-14	11	-9
CC(=O)Nc1ccc(S(=O)(=O)NNC(=O)c2cc3c4ccccc4n(C)c3s2)cc1	3	8	2
Cc1cnc(NC(=O)CSc2nnc(-c3cccs3)n2C)s1	24	-8	-4
Cc1cccc(CN2CCCC(C(=O)N3CCc4ccccc4C3)C2)c1 (centres undefined)	-9	6	12
COc1ccc(NC2=C(C(C)=O)C(c3ccc(OC)c(OC)c3)C(C(C)=O)C(C)(O)C2)cc1 (centres undefined)	2	-7	-15
Cc1cc(NC(=O)c2ccccc2NS(=O)(=O)c2c(C)c(C)cc(C)c2C)no1	-6	-1	4
CCOC(=O)c1ccc(NC(=O)C(CC)CC)cc1	33	-1	-12
O=C(CCCSc1nc2ccccc2s1)NC1=NCCS1	-9	-5	4
Cc1ccc(NC(=O)CN2C(=O)COc3ccc(C)cc32)nc1	-9	2	-5
CCc1nc(SCC(=O)NNC(=O)C(C)C)c2ccccc2n1	7	-8	-2
CC(C)CNC(=O)NC(=O)COc1ncnc2sccc12	6	-5	0
COc1ccc(OC)c(NC(=O)CN2CCC(C(=O)c3ccc(C)cc3)CC2)c1	2	-4	3
O=C(Cn1c(=O)[nH]c2ccsc2c1=O)NC1CCCCC1	-7	5	-9
Cc1c(C(=O)NCc2ccccc2)c(-c2ccccc2)nn1-c1ccccc1	-5	11	7
Cn1c(SCc2nc(-c3ccccc3)no2)nnc1-c1ccco1	5	-15	-11

Reprinted at random: six records from the list, in no set order.
SMILES	esBAF inh	RAD54 branch	FN deposition inh
CCc1nc(SCC(=O)NNC(=O)C(C)C)c2ccccc2n1	7	-8	-2
Cn1c(SCc2nc(-c3ccccc3)no2)nnc1-c1ccco1	5	-15	-11
O=C(CCCSc1nc2ccccc2s1)NC1=NCCS1	-9	-5	4
CCOC(=O)c1ccc(NC(=O)C(CC)CC)cc1	33	-1	-12
Cc1cc(NC(=O)c2ccccc2NS(=O)(=O)c2c(C)c(C)cc(C)c2C)no1	-6	-1	4
Cc1ccc(NC(=O)CN2C(=O)COc3ccc(C)cc32)nc1	-9	2	-5

Later entries.
SMILES	esBAF inh	RAD54 branch	FN deposition inh
COc1ccc(OC)c(-c2cc(C(=O)Nc3cc(C)n(Cc4ccc(Cl)cc4)n3)no2)c1	-1	-3	11
Cc1c(/C=N/n2cnnc2)c2ccccc2n1CCOc1ccc(Cl)cc1	-4	2	19
Cc1ccc(/C(N)=N/OC(=O)c2ccc(F)cc2)cc1	22	-5	6
CC(=O)Oc1ccc(Oc2ccc(-c3noc(C)n3)cc2)cc1	20	0	1
CNCCOc1ccccc1-c1ccccc1	2	-4	-6
COc1ccc(NC(=O)COc2nc(N(C)C)nc(N(C)C)n2)cc1	-36	-4	0
CCN(CC)C(=O)COc1ccc2oc(C)c(C(=O)OC(C)C)c2c1	9	-7	3
CC(=O)c1nn(-c2cccc(Br)c2)cc1C(=O)c1cccc2ccccc12	-1	-3	-6
O=C(CCCN1C(=O)c2ccccc2C1=O)Nc1c2c(nc3c1CCC3)CCC2	9	-2	3
Cc1ccc(S(=O)(=O)C(NC(=O)c2ccccc2)=C(Cl)Cl)cc1	18	-4	4
CCOc1cc(C(=O)Nc2ncccn2)cc(OCC)c1OCC	-1	-2	21
Cc1ccc(NC2SC(=O)N(Cc3cccc(C(=O)O)c3)C2=O)cc1 (centres undefined)	-4	4	-9
O=C(NCc1ccccc1)[C@@H]1CSC2c3ccccc3C(=O)N21 (some centres undefined)	-2	-3	-7
CC1CC(C)CN(C(=O)CCCn2c(=S)[nH]c3ccccc3c2=O)C1 (centres undefined)	1	-10	-16
O=C(Nc1ccccc1-c1nnc(SCc2ccc(Cl)cc2)o1)c1ccccc1	2	2	1
COc1ccc(-c2oc3ncn4nc(COc5ccccc5)nc4c3c2-c2ccc(OC)cc2)cc1	0	-3	-11
Clc1ccc(Oc2nc(Oc3ccc(Cl)cc3)nc(N3CCOCC3)n2)cc1	5	0	-3
Cc1cc(-c2c(C)[nH]n(-c3ccc(Cl)cc3)c2=O)n(-c2ccccc2)n1	-3	-5	-7
Cc1ccc(NC(=O)CSc2nc(-c3ccco3)cc(C(F)(F)F)n2)cc1C	-11	-5	2
Cc1cc(C(F)F)n2nc(C(=O)Nc3ccccc3Br)nc2n1	10	-12	10
CC(=O)Nc1ccc(S(=O)(=O)N2CCN(C(C)CCc3ccccc3)CC2)cc1 (centres undefined)	-12	6	-15
Cc1ccc2c(c1)-c1c(ssc1=S)C(C)(C)N2C(=O)c1ccco1	-8	-9	0
CCS(=O)(=O)c1ccc2oc(Nc3cc(C)cc(C)c3)nc2c1	6	4	8
CC1CCCN(Cc2cccc(Oc3ccccc3)c2)C1 (centres undefined)	0	-8	6
CCOC(=O)c1nnn(-c2ccccc2C#N)c1C	-6	-6	2
CC(CNCC1CCCO1)COc1ccccc1 (centres undefined)	-2	-2	-1
Cc1ccc(NC(=S)NCc2cccs2)c(C)c1	11	-2	-7
CNC(=O)Nc1ccccc1F	-7	10	6
N#Cc1nc(COc2ccc(F)cc2)oc1N1CCC(Cc2ccccc2)CC1	-9	8	-24
CCOc1ccc(NC(=O)c2nnn(CC(=O)Nc3ccccc3OCC)c2N)cc1	24	-15	3
COc1cc(N(C)C)c(NC(C)=O)cc1C(=O)O	-7	-3	-22
Cc1cc(C)cc(N(C(=O)CNC(=O)c2cccs2)C(C(=O)NC2CCCC2)c2cccnc2)c1 (centres undefined)	-3	1	2
CCN(CC)c1ccc(NC(=O)c2cccnc2)cc1	32	-4	9
COc1ccc(CCNC(=O)c2cnn3cccnc23)cc1OC	5	-5	4
O=C(NCc1ccccn1)C(F)(F)C(F)(F)C(=O)NCc1ccccn1	-5	-5	10
Cc1cc(C)c(S(=O)(=O)N(CC(=O)N2CCCC2)C2CCCCC2)c(C)c1	4	-7	-9
Cc1[nH]c2ccccc2c1C(=O)COC(=O)C1CC(=O)N(Cc2ccco2)C1 (centres undefined)	-8	14	-4
COCCn1c(Cc2ccccc2)nnc1SCC(=O)Nc1cc(C)on1	-7	0	-12
COC(=O)c1cn(CCOc2ccc(C)cc2)c2ccccc12	-9	-2	5
O=C(NC1CCCC1)NS(=O)(=O)c1ccccc1Cl	-8	-1	4
C=CCNc1cc(C(F)(F)F)nc(-c2ccccn2)n1	-7	-1	-8
COc1ccc(C(=O)CSC2=C(C#N)C3(CCCCC3)C(C#N)=C(N)N2)cc1	-3	-12	16
CCN(c1ccccc1)S(=O)(=O)c1ccc(OCc2c(C)noc2C)cc1	3	1	2
Cc1ccc(-c2c(C)n([O-])c3c([n+]2=O)CCCCC3)o1	-4	15	-9
COc1ccc(CSCCN)cc1Cl	7	-8	2
Cc1csc(NC(=O)CCc2nc3ccccc3s2)n1	10	-7	9
CC1Cc2ccccc2N1C(=O)CSc1nnnn1Cc1ccccc1 (centres undefined)	1	10	-3
CCCC(=O)NCCc1ccc(F)cc1	-5	-10	-1
CC(NS(=O)(=O)c1ccc(Br)cc1)C(N)=O (centres undefined)	3	-10	-3
COc1cccc2cc(-c3nnc(SCC(=O)Nc4cc(C(F)(F)F)ccc4Cl)n3N)oc12	6	7	3
COc1ccccc1CCC(=O)Nc1nc2ccccc2[nH]1	61*	2	9
Cc1ccc2nc(SCC(=O)Nc3ccc4c(c3)OCCO4)[nH]c2c1	-3	-1	-2
CCCn1nnnc1NCc1ccccc1OCc1ccc(F)cc1	-3	11	-3

A draw from above in order of formula weight, low to high.
SMILES	esBAF inh	RAD54 branch	FN deposition inh
CCCC(=O)NCCc1ccc(F)cc1	-5	-10	-1
Cc1ccc(-c2c(C)n([O-])c3c([n+]2=O)CCCCC3)o1	-4	15	-9
C=CCNc1cc(C(F)(F)F)nc(-c2ccccn2)n1	-7	-1	-8
Cc1csc(NC(=O)CCc2nc3ccccc3s2)n1	10	-7	9
CC(NS(=O)(=O)c1ccc(Br)cc1)C(N)=O (centres undefined)	3	-10	-3
CC1Cc2ccccc2N1C(=O)CSc1nnnn1Cc1ccccc1 (centres undefined)	1	10	-3
CCN(c1ccccc1)S(=O)(=O)c1ccc(OCc2c(C)noc2C)cc1	3	1	2
